Bioassay records from PubChem BioAssay.
Siah-1 displacement: blockers of Siah-1 interaction with plectin peptide – biochemical, fluorescence polarization, rhodamine-plectin, uHTS, primary screen (AID 1817); 290,000 tested, 0.02% active; displacement, % at 20 µM, or IC50 in µM where a hit was titrated; Siah-1 / rhodamine-plectin peptide fluorescence polarization; higher % means a stronger effect;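 active = displacement of at least 50% at 20 µM, with a fluorescence ratio check between 0.3 and a set limit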;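 also: plate controls were Siah plus tracer with DMSO for no effect and tracer alone without Siah for full effect; strong numbers were not always called active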
AID2073: disruptors of CaV2.2 binding to Mint1 – biochemical, HTRF (AID 2073); inhibition, % at 20 µM, or IC50 in µM where a hit was titrated; HTRF protein-protein interaction, Mint1-CaV2.2; higher % means a stronger effect; 290,000 tested, 0.19% active; in the data active = inhibition mostly above about 51%, no sharp cut-off; also: some results filed as inactive read as strong as hits
XIAP displacement: XIAP antagonists, biochemical, IAP family, fluorescence polarization (AID 1018); XIAP BIR domain, fluorescence polarization peptide displacement; higher % means a stronger effect; displacement, % at 20 µM; hits with a dose series show IC50 in µM; 200,000 tested, 0.007% active; in the data active = displacement above about 50%; also: a part of the inactive calls stands beside numbers as strong as those of hits
M17LAP inhibition: P. falciparum M17LAP inhibitors, primary screen, biochemical, fluorogenic H-Leu-NHMec substrate, 1536-well (AID 1619) | recombinant M17LAP, H-Leu-NHMec fluorogenic kinetic assay; higher % means a stronger effect | inhibition, % at 30 µM, or IC50 in µM where a hit was titrated | 220,000 tested, 0.38% active;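 active = compound inhibiting the enzyme by more than half at any dose during confirmatory dose-response retesting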;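 also: plate controls were full reaction with DMSO carrier for no effect and no enzyme background for full effect; strong numbers were not always called active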
LYP phosphatase: PTPN22 lymphoid phosphatase activity blockers – biochemical, fluorescence intensity, uHTS (AID 1779). recombinant LYP phosphatase, fluorescence intensity; higher % means a stronger effect. one-dose inhibition, % at 11.5 µM; IC50 in µM for titrated hits. 290,000 tested, 0.054% active;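 also: plate controls were vehicle with enzyme for no effect and no enzyme for full effect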
human PMI inhibitors: human PMI inhibitors, high substrate, primary screen, biochemical, fluorescence intensity, high mannose 6-phosphate (AID 1220). recombinant PMI enzyme, coupled fluorescence intensity; higher % means a stronger effect. inhibition, % at 20 µM, or IC50 in µM where a hit was titrated. 190,000 tested, 0.66% active
human PMI inhibition: inhibitors of human PMI, primary screen, biochemical, fluorescence intensity, coupled assay (AID 1209); purified PMI enzyme, coupled fluorescence intensity; higher % means a stronger effect; one-dose inhibition, % at 20 µM; IC50 in µM for titrated hits; 190,000 tested, 0.42% active;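 also: plate controls were DMSO vehicle for no effect and wells lacking substrate for full effect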
Dynein cargo inh: blocks dynein driven cargo transport along microtubules; 220,000 tested, 0.47% active; AID 1381; z-score, hits read low; 3617.4 mouse cells, GR-EGFP nuclear translocation imaging; test concentration mostly 20 µM; stimulated with dexamethasone, 1 µM; hits give low values;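 active = plate z-score of nuclear minus cytoplasmic receptor signal below a set negative limit, without overly bright fluorescence or cell loss, cut at about -3.5 in these data, passing the limit was not always enough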;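 also: z-score of nuclear minus cytoplasmic ring GR-EGFP intensity difference per well; some compounds called inactive have numbers as strong as hits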
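Also added – dexamethasone, 1.0 µM final · Buffer or medium – tet-free, stripped-serum medium · Schedule – induction 48 h, compound 1 h, agonist 30 min · Detection – formaldehyde fixation, Hoechst nuclear stain, 10x automated fluorescence imaging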
M1AAP inhibition: malaria alanyl aminopeptidase activity blockers – biochemical, fluorogenic H-Leu-NHMec substrate, 1536-well (AID 1445); recombinant M1AAP, H-Leu-NHMec fluorogenic kinetic assay; higher % means a stronger effect; inhibition, % at 30 µM; hits with a dose series show IC50 in µM; 220,000 tested, 0.42% active;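 active = primary inhibition above the hit cutoff, then over 50% inhibition at one or more dose response concentrations, cut at about 23% in these data, passing the limit was not always enough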;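 also: plate controls were DMSO full reaction for no effect and no enzyme background for full effect; strong numbers were not always called active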
Dynein cargo inh cytoplasmic EGFP: also measured in Dynein cargo inh; calls as there; z-score; measured here: cytoplasmic GR-EGFP intensity; hits give high values
Dynein cargo inh nuclear GR-EGFP: second read-out of Dynein cargo inh, no call of its own (marks repeat the call); z-score; measured here: nuclear GR-EGFP intensity;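 lower value marks the stronger effect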
Dynein cargo inh cell count: second read-out of Dynein cargo inh, no call of its own (marks repeat the call); z-score; measured here: cell count per field
Starred values were filed as active, the others as inactive; . = not tested or not shown. Rule as the data show it, unless noted: active = inhibition above about 50%; inactive = the rest.

SMILES	Siah-1 displacement	AID2073	XIAP displacement	M17LAP inhibition	LYP phosphatase	human PMI inhibitors	human PMI inhibition	Dynein cargo inh	Dynein cargo inh cytoplasmic EGFP	Dynein cargo inh nuclear GR-EGFP	Dynein cargo inh cell count	M1AAP inhibition
COc1ccc(C(C(=O)NCC2CCCO2)N(C(=O)CNC(=O)c2cccs2)c2ccccc2)cc1OC (stereo unspecified)	8%	3%	-1.7%	10%	-11%	4%	3%	-1.4	-0.32	-0.87	0.61	0%
O=c1c(-c2ccc(Br)cc2)coc2c(CN3CCOCC3)c(O)ccc12	-6%	26%	34%	-18%	-2%	3%	7%	1.9	-0.22	1.1	-0.44	11%
CCN1CCCC1CNC(=O)c1ccc(CS(=O)(=O)c2ccccc2C)o1 (stereo unspecified)	-1%	27%	-6.2%	-3%	0%	7%	9%	-1	-0.064	-0.34	0.62	9%
COc1ccc(CN(CC(=O)NCC2CCCO2)C(=O)CCC(=O)Nc2cc(C)ccn2)cc1 (stereo unspecified)	4%	31%	-0.7%	-2%	-6%	1%	0%	-0.38	-0.19	-0.36	0.79	11%
N/C(=N\OC(=O)CCCc1ccccc1)c1ccc([N+](=O)[O-])cc1	-6%	-5%	-4.3%	-17%	0%	4%	2%	0.073	-0.22	-0.37	0.41	4%
O=C(CCN1C(=O)c2ccccc2S1(=O)=O)Nc1nc2c(s1)CCCC2	5%	1%	-4.6%	1%	0%	-1%	5%	0.67	-0.26	0.61	0.3	2%
COCCCNC(=O)CN(c1cc(Cl)cc(Cl)c1)S(C)(=O)=O	3%	7%	-21%	-5%	-3%	-1%	-1%	0.41	-0.16	-0.063	-0.089	5%
COc1ccc(NC(=O)CC2C(=O)N(c3cccc(OC)c3)C(=O)N2C2CCCCC2)cc1 (stereo unspecified)	-2%	27%	-5.0%	4%	-2%	-7%	-7%	0.44	-0.22	0.085	-0.012	-2%
COc1cnc(-c2ccccc2)nc1Oc1ccc(Cl)cc1C	-4%	2%	-14%	-1%	-1%	6%	4%	1.3	-0.21	0.9	-0.71	-1%
O=C1CCCC(O)=C1C=Nc1ccc2c(c1)oc1ccccc12	0%	5%	-1.6%	5%	-2%	3%	5%	-1.3	-0.24	-0.13	0.62	-4%
O=C(O)c1ccc(/C=C2\SC(=S)N(Nc3ccccc3)C2=O)cc1	-4%	-17%	.	18%	-3%	.	.	0.84	-0.24	0.31	0.42	7%
CC(=O)c1c(N2CCN(Cc3ccc4c(c3)OCO4)CC2)nc(=S)n(-c2ccccc2)c1C	-5%	-2%	-2.9%	29%	2%	-3%	1%	0.21	-0.13	0.45	0.38	15%

Given with two lines to a compound: part of the list above.
Order of results: Siah-1 displacement | AID2073 | XIAP displacement | M17LAP inhibition | LYP phosphatase | human PMI inhibitors | human PMI inhibition | Dynein cargo inh | Dynein cargo inh cytoplasmic EGFP | Dynein cargo inh nuclear GR-EGFP | Dynein cargo inh cell count | M1AAP inhibition
N/C(=N\OC(=O)CCCc1ccccc1)c1ccc([N+](=O)[O-])cc1
 : -6% | -5% | -4.3% | -17% | 0% | 4% | 2% | 0.073 | -0.22 | -0.37 | 0.41 | 4%
O=C(CCN1C(=O)c2ccccc2S1(=O)=O)Nc1nc2c(s1)CCCC2
 : 5% | 1% | -4.6% | 1% | 0% | -1% | 5% | 0.67 | -0.26 | 0.61 | 0.3 | 2%
COCCCNC(=O)CN(c1cc(Cl)cc(Cl)c1)S(C)(=O)=O
 : 3% | 7% | -21% | -5% | -3% | -1% | -1% | 0.41 | -0.16 | -0.063 | -0.089 | 5%
COc1ccc(NC(=O)CC2C(=O)N(c3cccc(OC)c3)C(=O)N2C2CCCCC2)cc1 (stereo unspecified)
 : -2% | 27% | -5.0% | 4% | -2% | -7% | -7% | 0.44 | -0.22 | 0.085 | -0.012 | -2%
COc1cnc(-c2ccccc2)nc1Oc1ccc(Cl)cc1C
 : -4% | 2% | -14% | -1% | -1% | 6% | 4% | 1.3 | -0.21 | 0.9 | -0.71 | -1%
O=C1CCCC(O)=C1C=Nc1ccc2c(c1)oc1ccccc12
 : 0% | 5% | -1.6% | 5% | -2% | 3% | 5% | -1.3 | -0.24 | -0.13 | 0.62 | -4%

(cont.)
SMILES	Siah-1 displacement	AID2073	XIAP displacement	M17LAP inhibition	LYP phosphatase	human PMI inhibitors	human PMI inhibition	Dynein cargo inh	Dynein cargo inh cytoplasmic EGFP	Dynein cargo inh nuclear GR-EGFP	Dynein cargo inh cell count	M1AAP inhibition
c1ccc(C2CCC(N3CCNCC3)CC2)cc1 (stereo unspecified)	-5%	-1%	0.1%	-18%	2%	-21%	-14%	1.1	-0.31	0.22	-0.51	0%
Cc1cc(C)c2c(N)c(C(=O)NNC(=O)c3ccccc3)sc2n1	-4%	11%	-2.6%	-37%	-5%	2%	2%	2.2	-0.3	0.46	-0.74	9%
COc1ccc(S(=O)(=O)N/N=C(/C)c2cccc(NC(=O)c3ccccc3Cl)c2)cc1	-1%	-1%	-3.9%	7%	-3%	13%	14%	-0.12	-0.18	0.48	0.38	5%
O=C(/C=C/c1c(F)cccc1Cl)NCc1ccco1	3%	3%	-0.7%	2%	0%	6%	0%	0.15	-0.12	-0.1	0.16	1%
O=C(Nc1ccc([N+](=O)[O-])cc1)c1cncc(Br)c1	-2%	-1%	-3.1%	4%	-2%	12%	16%	-0.2	-0.031	0.21	1.1	-1%
Cc1cc(C(=O)O)oc(=O)c1	0%	4%	.	4%	-8%	.	.	-0.18	-0.29	-0.13	0.81	10%
CCN(CC)C(=O)C1CCN(c2ncnc3c2cnn3-c2ccc(C)cc2C)CC1	4%	10%	-6.8%	6%	-4%	-7%	-12%	0.43	-0.29	0.12	0.0089	-2%
CC(C)Oc1ccc(CCC(=O)NNC(=O)CCC(=O)O)cc1	-1%	-3%	.	1%	-15%	.	.	-1.2	-0.22	-0.51	0.44	1%
Cc1ccc(NC(=O)c2ccc(S(=O)(=O)NCC3CCCO3)cc2)cc1 (stereo unspecified)	-2%	-5%	-0.1%	0%	-4%	13%	14%	-0.5	-0.23	-0.24	0.78	-3%
COc1ccc(Nc2cc(C(=O)NCc3ccco3)c3ccccc3n2)cc1	-1%	27%	-2.5%	3%	-12%	0%	10%	-0.11	-0.25	0.37	0.31	9%
Cc1ccc(CN2CCN(Cc3nc4c(s3)CCCC4)CC2CCO)cc1 (stereo unspecified)	6%	-10%	-3.2%	-3%	-1%	-2%	6%	0.35	-0.18	0.84	-1.3	-1%
O=S(=O)(CS(=O)(=O)c1ccc(Cl)cc1)c1ccc(Cl)cc1	-3%	4%	.	-1%	-4%	.	.	-0.25	-0.25	0.23	1.5	-4%
O=C(NNc1cc(N2CCCC2)nc(N2CCCC2)n1)c1ccc([N+](=O)[O-])cc1	4%	4%	-4.3%	-1%	5%	.	.	-0.45	-0.14	-0.29	0.9	3%
CCOc1cccc2cc(C(=O)Nc3cc(C)on3)c(=O)oc12	0%	29%	-6.7%	7%	-8%	0%	5%	-1.2	-0.2	-0.55	1.7	16%
O=C(NCCCN1CCN(CCCNC(=O)c2ccc(F)cc2)CC1)c1ccc(F)cc1	1%	0%	-1.2%	3%	-2%	-2%	2%	-0.89	-0.27	-0.54	0.5	5%
Cc1ccc(S(=O)(=O)Oc2ccc3c(c2)O/C(=C\c2cccnc2)C3=O)cc1	1%	3%	-8.7%	6%	-3%	-1%	-2%	2.1	0.13	0.71	-0.74	4%
COc1ccc(/C=N/NC(=O)c2cccc([N+](=O)[O-])c2)cc1OS(=O)(=O)c1ccc(C)cc1	0%	-15%	-2.8%	-12%	2%	16%	17%	-0.3	-0.22	0.46	0.41	7%
COc1cccc(Nc2cc(C)nc3nc(C)nn23)c1	-4%	-1%	-3.7%	2%	-5%	-9%	1%	-0.43	-0.17	-0.041	0.095	2%
Cc1ccc2c(c1)c1c(n2CC(O)CN2CCCCC2C)CCCC1 (stereo unspecified)	-1%	11%	.	-5%	-4%	.	.	-0.94	-0.19	-0.16	1.5	4%
OCCN(CC#CC(O)(c1ccccc1)c1cccc(F)c1)CCO (stereo unspecified)	1%	0%	.	1%	-4%	.	.	0.27	-0.21	0.033	0.48	-3%
CCOc1cc(/C=C2/NC(=O)N(CC(=O)Nc3cccc(C)c3)C2=O)ccc1O	4%	-2%	-2.1%	3%	-1%	2%	-8%	-1.5	-0.25	-0.8	-0.23	4%
O=C(NCc1ccco1)c1cc2sccc2n1Cc1ccccc1	-1%	-6%	-2.5%	18%	0%	-11%	-14%	-0.68	-0.051	-0.43	-1.6	2%
O=C(Nc1ccc(F)cc1)c1ccc(-n2cncn2)c([N+](=O)[O-])c1	9%	2%	-2.8%	-8%	-4%	-2%	-1%	-0.17	-0.28	0.5	-0.3	-4%
CC(C)CCNC(=O)Cc1csc(-c2ccccc2)n1	-9%	12%	-4.5%	-6%	-6%	15%	5%	0.025	1.1	0.26	-1	2%
COc1ccccc1CNC(=O)c1ccc(OCC2CCCO2)cc1 (stereo unspecified)	1%	5%	-5.8%	2%	-8%	5%	9%	0.7	-0.25	0.29	0.36	2%
COC(=O)c1cc(NS(=O)(=O)c2ccc(NCc3cccnc3)c([N+](=O)[O-])c2)cc(C(=O)OC)c1	18%	48%	-5.1%	4%	-4%	-4%	4%	-1.2	-0.25	-0.74	0.61	8%
O=C(Nc1ccc(F)cc1)N(CCCN1CCOCC1)Cc1cc2cc3c(cc2[nH]c1=O)OCO3	1%	-4%	-8.5%	-9%	-4%	11%	5%	0.36	-0.18	0.76	0.69	20%
CC(C)(C)c1ccc(C(=O)NCC(=O)OCN2C(=O)c3ccccc3C2=O)cc1	3%	-4%	-16%	-2%	-3%	0%	-2%	-0.72	-0.23	-0.58	1.4	-1%
COC(=O)c1ccc(CSc2nc3sc4c(c3c(=O)n2C)CCCC4)o1	1%	2%	0.0%	-4%	-8%	12%	8%	-0.28	-0.12	0.14	-0.11	0%
CCOC(=O)Cc1csc(NC(=O)CSc2ccc(Br)cc2)n1	4%	-5%	-4.1%	24%	-2%	-1%	4%	0.47	-0.27	-0.043	0.072	2%
